# KLF5 inhibitor = suppresses KLF5 promoter-driven expression. DLD-1 KLF5 promoter-luciferase reporter, luminescence. inhibition, % at 5 µM. hit rate 0.23% among 290,000. AID 1700;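 active means inhibition above a per-plate limit of that plate's mean compound inhibition plus 3 SD, cut at about 60% in these data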;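 further: 0% = DMSO wells and 100% = LY294002 at 200 µM; higher means less KLF5 promoter-driven luciferase light; inactives centre near -14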
# HIF act = HIF pathway transcriptional activation. activation, % at 7.5 µM (by protocol). hit rate 0.32% among 300,000. AID 1910. U2OS HRE-luciferase reporter, luminescence; normalized: DMSO 0%, desferrioxamine 100%;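 active means mean activation of at least 10% of the iron chelator positive control signal, with at least half of replicates also reaching 10%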
# TRPC4 agonist = activators of mouse TRPC4 channel; Q9QUQ5; HEK293 TRPC4beta/mu-opioid, Fluo4 calcium fluorescence; stronger effect = higher value; B-score at 10 µM; hit rate 0.49% among 310,000; AID 2237;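 active means B-score above 5 SD of library B-scores, and initial fluorescence ratio not above library mean plus 5 SD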;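 further: positive B-score marks a calcium rise read as TRPC4 activation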
#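 System: HEK293 cells stably co-expressing mouse TRPC4beta and mu-opioid receptor; Schedule: Fluo4 dye loading 45 min at room temperature, 110 s recording; Detection: Fluo4 fluorescence, kinetic; Evaluation: B-scored integrated calcium fluorescence ratio; Controls: buffer (low) and maximal DAMGO (high).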
# TRPC6 activator = mouse TRPC6 channel activation. Q61143. HEK293-TRPC6 membrane potential dye fluorescence; stronger effect = higher value. B-score at 10 µM. hit rate 0.13% among 310,000;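 active means B-score of the integrated fluorescence ratio above library mean plus 3 SD, and starting fluorescence ratio within library mean plus 5 SD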;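 further: higher score means more depolarization so channel activation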
# Target sequence (Q61143 whole entry, looked up): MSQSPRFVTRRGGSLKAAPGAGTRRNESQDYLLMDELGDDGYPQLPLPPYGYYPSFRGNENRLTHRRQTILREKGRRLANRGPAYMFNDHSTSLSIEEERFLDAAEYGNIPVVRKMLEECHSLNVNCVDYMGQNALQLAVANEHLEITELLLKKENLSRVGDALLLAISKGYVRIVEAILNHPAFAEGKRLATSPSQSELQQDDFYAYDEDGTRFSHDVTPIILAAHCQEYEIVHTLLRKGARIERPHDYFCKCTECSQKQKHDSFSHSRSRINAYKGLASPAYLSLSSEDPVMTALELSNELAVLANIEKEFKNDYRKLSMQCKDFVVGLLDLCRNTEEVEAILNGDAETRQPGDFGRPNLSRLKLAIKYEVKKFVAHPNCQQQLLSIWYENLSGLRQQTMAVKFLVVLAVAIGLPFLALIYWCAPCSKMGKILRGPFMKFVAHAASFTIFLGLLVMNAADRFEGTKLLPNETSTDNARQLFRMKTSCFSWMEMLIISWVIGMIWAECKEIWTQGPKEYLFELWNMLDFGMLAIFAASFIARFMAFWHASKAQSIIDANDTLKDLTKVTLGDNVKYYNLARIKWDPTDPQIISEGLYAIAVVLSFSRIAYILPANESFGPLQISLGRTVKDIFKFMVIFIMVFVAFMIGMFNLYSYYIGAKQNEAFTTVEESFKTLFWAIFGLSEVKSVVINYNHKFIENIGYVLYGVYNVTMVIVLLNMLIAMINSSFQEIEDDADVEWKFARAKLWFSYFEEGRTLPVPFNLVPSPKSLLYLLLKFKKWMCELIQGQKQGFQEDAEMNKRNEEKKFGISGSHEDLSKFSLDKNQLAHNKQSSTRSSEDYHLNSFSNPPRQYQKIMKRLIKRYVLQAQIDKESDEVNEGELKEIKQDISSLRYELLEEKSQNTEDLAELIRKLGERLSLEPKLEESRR
# SKKanGAS inh = SKKanGAS growth inhibition; S. pyogenes SKKanGAS, kanamycin growth, BacTiter-Glo, 6 h; inhibition, % at 7.5 µM; hit rate 1.3% among 300,000; AID 1662;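 active means mean replicate score, as percent of positive control median, at least 50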;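 further: strain carries kanamycin resistance gene driven by streptokinase promoter and grows in 40 µg/ml kanamycin; loss of luminescence reflects streptokinase promoter inhibition or plain growth inhibition; 0% = median of DMSO wells and 100% = positive control at its reference dose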
# TRPC4 PAM = TRPC4 (mouse) allosteric potentiation; Q9QUQ5; B-score at 10 µM; hit rate 0.42% among 310,000; HEK293 TRPC4beta/mu-opioid, DAMGO EC20, Fluo-4 Ca2+ flux; stronger effect = higher value;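 active means B-score of calcium response area above 5 SD of library B-scores, with initial fluorescence ratio within 5 SD of library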;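 further: B-score of integrated fluorescence ratio over time as area under calcium response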
# TRPC4 inh = TRPC4 (mouse) channel inhibition; AID 2247; hit rate 0.39% among 300,000; HEK293 TRPC4beta/mu-opioid, DAMGO-evoked Fluo4 calcium flux; stronger effect = lower value; Q9QUQ5; B-score at 10 µM;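 active means B-score over 3 SD under the library average, no early fluorescence shift, positive overall ratio signal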
#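 System: stable TRPC4beta/mu-opioid receptor HEK293 cells; Dosing: single-point compound dosing; Measured by: Fluo4 Ca2+ flux fluorescence; Read-out basis: per-well B score of integrated baseline-normalized Fluo4 ratio.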
# aSyn UTR inh = 5' untranslated region of α-synuclein, MLPCN primary screen; alpha-synuclein 5'UTR reporter, inhibitor activity; inhibition, % (tested at 7.5 µM); hit rate 0.82% among 300,000; AID 1813; in the data active means inhibition above about 60%;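 further: H4 neuroglioblastoma cells stably carrying SNCA 5'UTR luciferase fusion; 0% = DMSO wells and 100% = positive control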
# TRPC6 inh = mouse TRPC6 channel inhibition. B-score at 10 µM. Q61143. HEK293-TRPC6, membrane potential dye, ACh-evoked depolarization; stronger effect = lower value. hit rate 1.1% among 310,000. AID 2553;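 active means B-score under library mean minus 3 SD, initial fluorescence not abnormally high, positive integrated signal ratio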;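 further: B-score derived from integrated fluorescence ratio over the kinetic read; more negative B-score means stronger inhibition of depolarization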
# IEC-6 cytotox = kills IEC-6 intestinal cells in KLF5 counter-screen; IEC-6 cytotoxicity, luminescence viability; inhibition, % at 5 µM; hit rate 0.78% among 290,000; in the data active means inhibition above about 22%;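 further: 0% = plate median of test compound wells and 100% = cytotoxic reference compound wells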
# MrgX1 antagonist = blocks BAM8-22 activation of human MrgX1 receptor | MRGX1-HEK293 calcium flux, Fluo-4, BAM8-22 antagonism; stronger effect = lower value | B-score at 10 µM | hit rate 1.3% among 310,000;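 active means calcium-response B-score plate-corrected more than 3 library SD below zero, starting fluorescence within 5 deviations, no agonist response on first addition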;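 further: peak minus trough fluorescence over baseline after final BAM8-22 challenge near maximal dose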
# * marks the source's active call; other numbers are inactive results; i = inactive; / = not tested or not shown.
SMILES,KLF5 inhibitor,HIF act,TRPC4 agonist,TRPC6 activator,SKKanGAS inh,TRPC4 PAM,TRPC4 inh,aSyn UTR inh,TRPC6 inh,IEC-6 cytotox,MrgX1 antagonist
Cc1nc(Br)c(Br)c(C)c1Br,-25.2,-0.5,i,i,0.8,i,i,7.1,i,-0.9,i
COc1ccc(OC)c(S(=O)(=O)Nc2ccc(CC(=O)O)cc2)c1,-16.4,-0.4,i,i,6.2,i,i,0.9,i,5.2,-9.17*
COc1ccc(NC(=O)C/C(C)=N/NC(=O)c2ccco2)c([N+](=O)[O-])c1,-128.3,1.5,i,i,-0.7,i,i,-55.1,i,2.8,i
CCn1c(SCC(=O)OC)nc2sc3c(c2c1=O)CCC3,-21.8,/,i,i,1.7,i,i,7.6,i,-0.6,i
CCCCCC(=O)N1CCN(CCN=CC2=C(O)CC(c3ccco3)CC2=O)CC1 (stereo not drawn),28.8,-0.3,i,i,-4.9,i,i,24.2,i,-1.5,i
COc1cccc(-c2nc3cc(C)ccc3o2)c1,-81.9,-2.4,i,i,4.0,i,i,-9.6,i,-1.1,i
CC(C)CCc1c(O)nc(SCC(=O)N2CCCCCC2)[nH]c1=O,-36.9,-0.2,i,i,15.7,i,i,19.7,i,-8.6,i
Cc1ccc(NC(=O)CCN2C(=O)OC(C)(C)C2(C)O)cc1 (stereo not drawn),3.1,-0.1,i,i,-1.3,i,i,-20.4,i,-3.4,i
O=C(O)C1=C[C@@H](c2csc3ccccc23)C[C@@H](OCCCCO)O1,-11.1,0.0,i,i,1.4,i,i,9.4,i,-10.4,i
O=C(/C=C/c1ccco1)Nc1cccc(-c2nc3ccccc3[nH]2)c1,-39.7,1.5,i,i,16.2,i,i,-142.6,i,0.8,i
O=S(=O)(c1ccc(NCCc2c[nH]c3ccccc23)nc1)N1CCOCC1,-5.0,-0.6,i,i,-3.9,i,i,-18.3,i,1.7,i
COc1ccc2c(CC(=O)OCC(=O)Nc3ccc(S(N)(=O)=O)cc3)coc2c1,-31.5,-0.2,i,i,0.9,i,i,-7.2,i,-2.2,i
COc1ccc(OC)c(NC(=O)Nc2nnc(N3CCC(C)CC3)s2)c1,0.2,-0.4,i,i,-5.3,i,i,-7.7,i,1.0,i
O=C(N/N=C/c1coc2ccc(Cl)cc2c1=O)c1cc(O)cc(O)c1,-27.5,0.7,i,i,5.7,i,i,-4.4,i,-6.7,i
O=c1[nH]cnc2c1c(-c1ccccc1)cn2-c1cccc(Cl)c1,-14.2,-0.1,i,i,8.4,i,i,12.3,i,0.4,i
CC1CCc2c(sc(NC(=O)COC(=O)C3CCCO3)c2C#N)C1 (stereo not drawn),-18.8,0.0,i,i,-12.8,i,i,-68.4,i,10.7,i
CCOC(=O)c1c(C)[nH]c(C(=O)NNC(=O)c2ccccc2)c1C,-120.0,2.9,i,i,-0.6,i,i,-67.1,i,-3.6,i
Cn1ncc([N+](=O)[O-])c1C(=O)NC1CCCCCC1,-0.4,0.1,i,i,-5.7,i,i,9.7,i,-3.1,/
COc1ccc(CN(C)C(=O)C(Cc2ccccc2)NC(=O)c2ccccc2)c(OC)c1 (stereo not drawn),/,-0.4,i,i,-2.4,i,i,0.6,i,/,i
Cc1ccc(Cn2c(CN3CCOCC3)nc3c2c(=O)[nH]c(=O)n3C)cc1,-14.5,0.0,i,i,2.6,i,i,-3.0,i,-3.6,i
Cc1ccc(C(=O)Nc2ccccc2N2CCCCC2)cc1[N+](=O)[O-],-12.0,-0.1,i,i,-2.0,i,i,19.7,i,0.5,i
CCCC(C)NC(=O)c1cc(Cl)ccc1OC (stereo not drawn),7.8,-0.2,i,i,-13.1,i,i,4.6,i,-1.3,i
COc1cc(NC(=O)C(F)(F)F)cc(OC)c1,-17.1,-0.4,i,i,0.5,i,i,-9.0,i,-5.7,i
Cc1ccc(CN2CCN(Cc3cn[nH]c3-c3ccccc3)CC2CCO)o1 (stereo not drawn),11.2,-0.4,i,i,-1.9,i,i,1.1,i,0.1,i
COc1ccc(C2C(C#N)=C(N)OC3=C2C(=O)CCC3)cc1Cn1nc(C)c([N+](=O)[O-])c1C (stereo not drawn),-40.1,-0.2,i,i,-2.1,i,i,15.5,i,3.7,i
SMILES,KLF5 inhibitor,HIF act,TRPC4 agonist,TRPC6 activator,SKKanGAS inh,TRPC4 PAM,TRPC4 inh,aSyn UTR inh,TRPC6 inh,IEC-6 cytotox,MrgX1 antagonist
Cc1ccc(CNC(=O)C2CC(=O)N(C3CCCCCCC3)C2)cc1 (stereo not drawn),2.1,0.6,i,i,-8.7,i,i,10.0,i,-0.9,i
Cc1nc(CN2CCOCC2)cc(=O)[nH]1,-7.0,0.8,i,i,-6.0,i,i,7.1,i,11.2,i
COc1ccccc1OCc1cc(C(=O)NCCN2CCCC(O)C2)no1 (stereo not drawn),-24.6,0.2,i,i,-2.5,i,i,-3.3,i,1.9,i
Cc1ccc(C(=O)OCC(=O)NNC(=O)c2ccccc2)c(O)c1,-28.6,0.0,i,i,22.0,i,i,-6.9,i,1.6,i
Cn1cnc(S(=O)(=O)Nc2ccccc2C(=O)NCC2CC2)c1,-25.3,-0.3,i,i,22.8,i,i,3.7,i,2.5,i
COc1ccc(C=C(c2nc3ccccc3s2)c2nc3ccccc3s2)cc1O,-4.8,-13.5,i,i,14.3,i,i,-281.1,i,9.3,i
CN(C)S(=O)(=O)c1cccc(NC(=O)COC(=O)c2cc(=O)[nH]c(=O)[nH]2)c1,-4.3,-0.1,i,i,8.5,i,i,1.1,i,-7.1,i
Cc1ccc(NC2CC(=O)N(CCc3ccccc3)C2=O)cc1 (stereo not drawn),-14.5,0.6,i,i,-5.4,i,/,-9.6,i,2.3,i
CSc1ccccc1-c1nnc(-c2ccccc2)o1,-7.5,2.3,i,i,-3.8,i,i,-60.9,i,6.4,i
O=c1oc(-c2cccs2)nc2ccccc12,-10.2,0.0,i,i,7.9,i,i,-19.4,i,4.4,i
O=C1CCCN2N=C(SCC(=O)Nc3cccc(F)c3)SC2=N1,-10.1,-0.1,i,i,9.1,i,i,-13.0,i,-9.5,i
CCCN1CCC(=O)N([C@H](CSc2ccccc2)CC(C)C)CC1,-92.1,4.8,i,i,9.1,i,i,-99.7,i,1.4,i
Cc1ccsc1/C=N/NC(=O)CNC(=O)c1c(F)cccc1Cl,-7.7,-0.2,i,i,-7.4,i,i,0.6,i,4.0,i
COc1cc2ccccc2cc1C(=O)Nc1ccc(Br)cn1,-200.6,2.4,i,i,-5.1,i,i,-175.1,i,11.4,i
CC(=O)c1cccc(S(=O)(=O)N2CCN(c3ccccc3F)CC2)c1,3.4,0.1,i,i,-3.4,i,i,-3.7,i,3.4,i
O=C(CCl)Nc1cc(-c2ccccc2)nn1-c1ccccc1,-19.1,-2.4,i,i,-5.3,i,i,-27.3,i,-1.9,-5.26*
CCn1c(SCC(=O)Nc2nc(C)c(C)s2)nnc1-c1cccnc1,-3.5,0.1,i,i,-2.8,i,i,31.6,i,-1.8,i
COCCn1c(=S)[nH]c2cc(C(=O)N3CCc4ccccc43)ccc2c1=O,-12.4,-0.7,i,i,2.4,i,i,-21.9,i,-4.9,i
CC(C(=O)Nc1ccc2nccnc2c1)N1C(=O)C2C3C=CC(C3)C2C1=O (stereo not drawn),-10.1,-0.5,i,i,-1.4,i,i,3.0,i,-0.5,i
O=C1CCCc2ccccc2N1Cc1ccc(Cl)cc1,-22.8,-0.2,i,i,-1.8,i,i,13.9,i,-7.2,i
CC(C)c1nc2cc(C(=O)N3CCNC(=O)C3c3cccc(F)c3)ccc2o1 (stereo not drawn),-11.1,1.3,i,i,-2.3,i,i,-4.9,i,0.2,i
O=C(NCCCN1CCCCC1)c1ccc(CS(=O)c2ccc(F)cc2)o1 (stereo not drawn),-9.8,0.0,i,i,-1.1,i,i,0.2,i,2.0,i
O=C(COC(=O)c1ccc(S(=O)(=O)N2CCOCC2)cc1)NC1CCCCCC1,-23.8,0.1,i,i,-4.4,i,i,35.0,i,1.2,i
CCCCCCCOc1ccc(C2(C)NC(=O)NC2=O)cc1 (stereo not drawn),17.9,0.3,i,i,-7.5,i,i,13.8,i,-0.7,i
COc1ccc(Nc2c3ccccc3nc3ccccc23)cc1,-5.2,3.4,i,i,-6.6,i,i,-54.8,i,73.6*,i
CCc1ccc(C(=O)CSc2n[nH]c(C)n2)cc1,4.7,1.1,i,i,6.5,i,i,-22.3,i,-1.4,i
CC(C)(C)c1ccc(S(=O)(=O)NCCc2ccncc2)cc1,-17.7,-8.1,i,i,-7.5,i,i,1.2,i,-4.9,i
CS(=O)(=O)N1CCC(C(=O)Nc2ccccc2)CC1,-11.2,/,i,i,0.4,i,i,-10.5,i,-1.9,i
O=C(COc1ccccc1)NNC(=O)c1cccs1,9.7,0.0,i,i,0.5,i,i,0.6,i,-2.1,i

# Of the compounds above, these contain an aryl thioether with sulfur outside any ring.
SMILES,KLF5 inhibitor,HIF act,TRPC4 agonist,TRPC6 activator,SKKanGAS inh,TRPC4 PAM,TRPC4 inh,aSyn UTR inh,TRPC6 inh,IEC-6 cytotox,MrgX1 antagonist
CCn1c(SCC(=O)OC)nc2sc3c(c2c1=O)CCC3,-21.8,/,i,i,1.7,i,i,7.6,i,-0.6,i
CC(C)CCc1c(O)nc(SCC(=O)N2CCCCCC2)[nH]c1=O,-36.9,-0.2,i,i,15.7,i,i,19.7,i,-8.6,i
CSc1ccccc1-c1nnc(-c2ccccc2)o1,-7.5,2.3,i,i,-3.8,i,i,-60.9,i,6.4,i
CCCN1CCC(=O)N([C@H](CSc2ccccc2)CC(C)C)CC1,-92.1,4.8,i,i,9.1,i,i,-99.7,i,1.4,i
CCn1c(SCC(=O)Nc2nc(C)c(C)s2)nnc1-c1cccnc1,-3.5,0.1,i,i,-2.8,i,i,31.6,i,-1.8,i
CCc1ccc(C(=O)CSc2n[nH]c(C)n2)cc1,4.7,1.1,i,i,6.5,i,i,-22.3,i,-1.4,i

# Compound activity (PubChem)
